Screens as filed in PubChem.
SENP6 inh: SENP6 protease inhibition | Recombinant SENP6 catalytic domain, aminoluciferin luminescence | inhibition, % at 10 µM | 1.8% of 330,000 active | AID 2599;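 active = inhibition above about 50% at the single tested dose, limit read from the data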;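 note: plate controls were DMSO wells with enzyme for no effect and DMSO wells lacking enzyme for full effect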
hIAP act: human IAP activation. P09923. purified human IAP, CDP-Star luminescence, 30 min; stronger effect = higher value; 1 = vehicle-only enzyme, 0 = enzyme-free background. activation factor at 10 µM. 0.16% of 330,000 active;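 active = activation factor of the enzyme at least 2-fold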; note: the source names both 10 and 20 µM as test concentration; values of inactives mirror those of a sister screen read the other way
Target sequence (P09923 whole entry, looked up): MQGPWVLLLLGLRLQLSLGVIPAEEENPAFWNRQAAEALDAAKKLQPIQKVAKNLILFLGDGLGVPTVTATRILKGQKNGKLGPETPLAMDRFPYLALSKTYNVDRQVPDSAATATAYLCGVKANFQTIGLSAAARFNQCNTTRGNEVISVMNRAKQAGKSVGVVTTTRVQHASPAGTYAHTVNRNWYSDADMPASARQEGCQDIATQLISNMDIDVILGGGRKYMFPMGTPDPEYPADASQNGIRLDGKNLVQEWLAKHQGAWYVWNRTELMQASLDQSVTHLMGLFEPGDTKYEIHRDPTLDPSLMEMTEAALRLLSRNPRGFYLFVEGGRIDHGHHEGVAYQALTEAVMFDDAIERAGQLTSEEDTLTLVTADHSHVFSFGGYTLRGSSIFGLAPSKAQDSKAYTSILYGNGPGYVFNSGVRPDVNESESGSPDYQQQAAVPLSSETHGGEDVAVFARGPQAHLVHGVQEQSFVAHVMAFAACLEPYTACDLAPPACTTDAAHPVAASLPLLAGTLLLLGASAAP
MPTP inh: inhibitors of mitochondrial permeability transition pore | inhibition, % at 10 µM | 1.4% of 360,000 active | isolated mouse mitochondria, Ca2+ swelling absorbance, 30 min;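 active = inhibition of 50% or more, scaled per plate between neutral and stimulator controls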;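 note: 0% = DMSO wells given calcium and 100% = 1 mM EGTA wells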
SENP8 block: inhibitors of human SENP8 protease; inhibition, % at 20 µM; recombinant SENP8, Nedd8 substrate fluorescence; Q96LD8; 0.64% of 360,000 active; in the data active = inhibition mostly above about 40%, no sharp cut-off; inactive = mostly below about 27%
Target sequence (Q96LD8 whole entry, looked up): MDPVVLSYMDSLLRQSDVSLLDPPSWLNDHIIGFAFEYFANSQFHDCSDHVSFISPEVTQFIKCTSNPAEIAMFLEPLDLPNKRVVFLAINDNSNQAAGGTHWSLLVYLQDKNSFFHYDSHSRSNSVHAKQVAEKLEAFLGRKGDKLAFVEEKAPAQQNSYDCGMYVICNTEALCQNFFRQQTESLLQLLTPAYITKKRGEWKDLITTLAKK
ATG4B inhibitor: inhibitors of human ATG4B cysteine protease | Q9Y4P1 | ATG4B cleavage of LC3-PLA2, NBD-HPC fluorescence, 1 h | inhibition, % at 8.33 µM | 0.51% of 340,000 active | AID 504462; in the data active = inhibition above about 40%
NR3A LBD binder: modulators (binders) of human NR3A ligand-binding domain | NR3A LBD differential scanning fluorimetry, Tm shift; 0% = protein alone, 100% = glycine-bound protein | Tm shift relative to glycine control, % at 25 µM | 2.5% of 340,000 active | AID 1259313;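 active = melting temperature shift of at least 10% of the positive control shift, at one fixed dose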
PfG6PD inh: PfG6PD (Plasmodium falciparum) enzyme inhibition; PfGluPho enzyme, NADPH resazurin-diaphorase fluorescence; inhibition, % at 20 µM; 0.78% of 350,000 active;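 active = inhibition reaching at least a set limit at 20 µM in the primary screen, cut at about 59% in these data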;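 note: 0% = DMSO wells with substrate and 100% = DMSO wells lacking glucose-6-phosphate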
SENP1 FRET inh: blocks the human SENP1 SUMO protease catalytic domain. inhibition, % at 10 µM. recombinant SENP1 catalytic domain, CyPet-SUMO1-YPet FRET cleavage. Q9P0U3. 0.21% of 360,000 active;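 active = inhibition at least 30% at 10 µM, raw YFP signal under a set limit, fluorescence ratio 0.5 to 1.5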;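 note: 0% = enzyme with DMSO and 100% = no enzyme wells; some results filed as inactive read as strong as hits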
Target sequence (Q9P0U3 419-644 limits assumed): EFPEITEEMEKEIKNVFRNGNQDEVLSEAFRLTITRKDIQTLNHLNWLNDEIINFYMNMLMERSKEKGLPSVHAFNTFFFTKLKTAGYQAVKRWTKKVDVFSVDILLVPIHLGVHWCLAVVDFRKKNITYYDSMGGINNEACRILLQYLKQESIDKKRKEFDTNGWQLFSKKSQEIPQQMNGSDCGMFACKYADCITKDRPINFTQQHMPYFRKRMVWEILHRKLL
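Test system: human SENP1 catalytic domain; medium: Tris pH 8 buffer plus EDTA, NaCl, BME, BSA, NP40, catalase; incubation: 50 min reaction at room temperature; technique: FRET, CFP and YFP emission; controls: no-enzyme low control and enzyme-plus-DMSO high control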
* marks the source's active call; other numbers are inactive results; nt = no result given.

SMILES	SENP6 inh	hIAP act	MPTP inh	SENP8 block	ATG4B inhibitor	NR3A LBD binder	PfG6PD inh	SENP1 FRET inh
c1ccc2c(c1)nnn2-c1ncnc2sc3c(c12)CCCC3	-3	0.72	0.4	-202	1	-3	-28	1
CCOC(=O)c1cc(COc2cc(Cl)cc(Cl)c2)on1	-23	0.91	nt	nt	-5	2	-10	nt
Cc1cccc2c(C(=O)n3cccn3)cc(-c3ccccc3Cl)nc12	-5	0.98	-0.9	-292	8	-1	-17	2
COc1cc(OC)c2c(-c3cccc(-c4ccc(N(C)C)cc4)c3)cc(=O)oc2c1	nt	nt	0.3	5	4	-4	20	2
CC1(C)NC(=O)N(CCOc2ccc([N+](=O)[O-])cc2)C1=O	-10	0.98	0.6	9	1	-1	18	0
Cc1ccc(N/N=C/c2cccnc2)cc1	-8	1	-1.4	9	7	-14	16	0
COC(=O)CCSc1cc(NCCOC(C)=O)c([N+](=O)[O-])c2nonc12	12	1.1	-1.7	20	12	0	-3	-25
CCOC(=O)C1=C(C)N(CCCC(=O)O)C(=O)NC1c1ccccc1OS(=O)(=O)c1ccc(C)cc1 (stereo not drawn)	-2	0.82	0.8	11	-13	-2	9	1
COCCCNCC#CCOc1ccc(OC)cc1	-2	1	0.1	9	-7	0	-1	0
Cc1ccc(C(C)C)c(O)c1	-8	0.97	-1.1	9	-13	-1	-4	-2
Cc1cccc(C(=O)Nc2ccc(C(=O)N3CCCCC3C)cc2)c1 (stereo not drawn)	12	0.99	1.7	10	-1	0	-15	2
COc1ccc(C(=O)NCCS(=O)(=O)N2CCN(C(=O)c3ccco3)CC2)cc1	2	0.89	-1.4	12	-9	-1	0	0
Cc1cc(C)n(CC(O)Cn2c3ccc(Cl)cc3c3cc(Cl)ccc32)c(=O)n1 (stereo not drawn)	-9	1.7	-0.2	4	-16	-2	8	5
O=C(/C=C/c1cc2c(cc1Br)OCO2)NCc1ccc(Cl)cc1	-5	1.1	0.4	-258	5	-1	8	1
CNC(=O)c1ccc(NC(=O)Nc2ccccc2)cc1	34	0.88	0.6	13	0	26*	-1	1
CCOC(=O)[C@@H]1[C@H]2COc3ccc(Br)cc3[C@H]2N2C(=O)N(c3cccc(F)c3)C(=O)[C@]12C	-6	1	0.0	13	-11	-2	20	1
CCCC[C@@H]1CNCCN1CCCc1cc(OC)c(OC)c(OC)c1	-2	0.88	-0.5	9	6	-5	2	3
COc1ccc(C(=O)C2CCN(C(=S)Nc3ccc(F)cc3)CC2)cc1	-19	0.88	-0.9	5	-5	-6	-14	2
COc1ccc(NC(=O)C(CCSC)N2C(=O)c3ccccc3C2=O)cc1 (stereo not drawn)	-1	0.78	0.4	13	0	-2	-8	0
COc1ccc(CCNc2oc(COc3ccccc3F)nc2C#N)cc1	-5	1	12	24	2	-6	12	-140
CC(C)c1cc(C(=O)O)n(-c2ccccc2)n1	9	1	-1.6	15	-11	0	5	2
Cc1ccc(Oc2nccc(-c3ccc(Cl)cc3)n2)cc1	1	0.97	-3.3	24	-10	1	4	-2
O=C(Nc1ccc(F)cc1F)C1CCCN1S(=O)(=O)c1cccc2nsnc12 (stereo not drawn)	5	0.82	-1.3	4	-1	3	-11	1
CC1=NC2(CCCc3c2no[n+]3[O-])N(O)C1(C)C (stereo not drawn)	6	0.91	0.8	10	5	9	2	1
CCCn1c(N2CCN(Cc3cccc(C)c3)CC2)nc2c1c(=O)[nH]c(=O)n2C	34	0.96	-1.4	15	-4	-2	-18	2
(continued)
SMILES	SENP6 inh	hIAP act	MPTP inh	SENP8 block	ATG4B inhibitor	NR3A LBD binder	PfG6PD inh	SENP1 FRET inh
COc1cc(OC)c(NS(=O)(=O)c2cc(C(=O)OCC(=O)NCC3CCCO3)ccc2OC)cc1Cl (stereo not drawn)	4	1.2	-3.9	-7	-16	1	-9	2
CC(NC(=O)CSC(=S)N1CCCC1)c1ccc(S(N)(=O)=O)cc1 (stereo not drawn)	5	0.97	-1.4	13	-9	2	-14	3
Cc1c(-c2cc(Br)ccc2O)nc2cc3c(cc2c1C)OCO3	7	0.96	1.7	1	-7	-1	6	-40
COc1ccc(C2C(C(C)=O)=C(O)C(=O)N2Cc2ccccc2)c(OC)c1 (stereo not drawn)	1	1	2.6	13	-7	1	-13	-1
C=CCN1C(=O)CS/C1=N\N=C\c1cccc([N+](=O)[O-])c1	-15	0.84	1.0	12	-1	-1	-10	0
O=C(C[C@@H]1C[C@H]2c3cc(NC(=O)c4cccnc4)ccc3O[C@H]2[C@H](CO)O1)NCc1ccc(Oc2ccccc2)cc1	nt	nt	-1.3	-1	nt	nt	-3	-4
CCCC(C)C(=O)Nc1ccc(S(=O)(=O)Nc2nccc(C)n2)cc1 (stereo not drawn)	-2	1	1.7	6	-3	0	2	-2
N#CCc1ccc(NS(=O)(=O)c2ccc(N3CCCC3=O)cc2)cc1	-22	0.9	-0.4	4	-10	-2	-10	0
C=C(c1ccccc1Cl)[n+]1ccccc1	-3	0.8	-0.8	11	2	-1	-24	1
CC1CCc2c(sc(/N=C/N(C)C)c2C#N)C1 (stereo not drawn)	5	1	-1.5	20	-4	-3	-4	2
Cc1cc(-c2nnc(SCC(=O)Nc3nc(-c4ccccc4)cs3)o2)no1	6	1.2	1.0	15	-16	-1	1	2
CCOC(=O)c1csc(NC(=O)c2cc(OC)c(OC)c(OC)c2)n1	-3	0.97	-0.8	19	-7	-2	-6	1
c1ccc(CCNc2nc(-c3ccccn3)nc3ccccc23)cc1	-2	0.86	42	-12	-9	-4	8	-2
CN(c1ccc([N+](=O)[O-])cc1C(=O)Nc1ccccc1)C1CCCCC1	-6	0.93	1.9	20	5	-8	6	-8
COc1cc(C(=O)NC(=S)NNC(=O)[C@H]2C[C@@H]2c2ccccc2)cc(OC)c1OC	-3	1.1	-2.7	-2	-6	-1	-25	3
CCOc1cc2[nH]c(=O)n(CCCN3CCCC3=O)c(=O)c2cc1OCC	6	1.1	0.2	-98	-5	0	-12	-1
Cc1cc(C(=O)COC(=O)c2nn(C)c(=O)c3ccccc23)c(C)n1C	nt	nt	0.6	18	8	0	-4	-3
CCOc1ccc(NC(=O)CSc2ncn[nH]2)cc1	12	0.96	-1.6	10	-1	-4	1	1
COC(=O)c1cc(-c2ccc(Br)cc2)on1	24	0.88	-0.9	16	3	-6	-6	-16
c1cc2c3c(cccc3c1)C(N1CCCCCC1)=N2	4	0.81	1.5	-77	4	-3	15	-23
CC(NC(=S)NNS(=O)(=O)c1cccc([N+](=O)[O-])c1)c1ccccc1 (stereo not drawn)	2	0.98	-3.6	3	-1	-1	-10	0
Cc1cc(C)c(NC(=O)c2ccc(S(=O)(=O)N3CCOCC3)cc2)c(C)c1	1	1.2	-0.5	11	2	-2	-12	2
COc1cc(CNc2ccc3[nH]c(=O)[nH]c3c2)ccc1OCc1ccc(F)cc1Cl	17	1	0.3	-211	13	1	15	0
CSc1ccc(Cl)c(C(=O)NCc2ccco2)c1	1	0.9	50	12	-6	-7	6	-4
COc1ccc(NS(=O)(=O)c2ccc3c(c2)oc(=O)n3C)cc1Cl	20	0.99	0.3	17	0	2	-22	2

Six entries already listed, arranged by molar mass, high to low:
SMILES	SENP6 inh	hIAP act	MPTP inh	SENP8 block	ATG4B inhibitor	NR3A LBD binder	PfG6PD inh	SENP1 FRET inh
Cc1c(-c2cc(Br)ccc2O)nc2cc3c(cc2c1C)OCO3	7	0.96	1.7	1	-7	-1	6	-40
COc1ccc(C2C(C(C)=O)=C(O)C(=O)N2Cc2ccccc2)c(OC)c1 (stereo not drawn)	1	1	2.6	13	-7	1	-13	-1
CCCC(C)C(=O)Nc1ccc(S(=O)(=O)Nc2nccc(C)n2)cc1 (stereo not drawn)	-2	1	1.7	6	-3	0	2	-2
N#CCc1ccc(NS(=O)(=O)c2ccc(N3CCCC3=O)cc2)cc1	-22	0.9	-0.4	4	-10	-2	-10	0
c1cc2c3c(cccc3c1)C(N1CCCCCC1)=N2	4	0.81	1.5	-77	4	-3	15	-23
C=C(c1ccccc1Cl)[n+]1ccccc1	-3	0.8	-0.8	11	2	-1	-24	1

Continued.
SMILES	SENP6 inh	hIAP act	MPTP inh	SENP8 block	ATG4B inhibitor	NR3A LBD binder	PfG6PD inh	SENP1 FRET inh
Cc1cccc(NC(=O)C2COc3ccccc3O2)c1 (stereo not drawn)	3	1	-0.8	15	-7	1	19	2
O=C(N/C(=C\c1cccc(Br)c1)C(=O)N1CCOCC1)c1ccco1	-17	1	0.0	8	-2	1	3	2
CC(C)CNC(=O)CN(c1ccccc1)S(=O)(=O)c1ccccc1[N+](=O)[O-]	-11	0.97	0.3	13	-4	-1	0	1
CCOC(=O)C1(Cc2ccccc2C)CCCN(C(=O)CSC)C1 (stereo not drawn)	nt	nt	0.6	-1	2	-2	-15	-2
CCOC(=O)c1ccccc1NC(=O)c1ccc(N(C)S(C)(=O)=O)cc1	7	0.91	-1.0	-4	-4	2	24	4
CC1CCCCC1NC(=O)CNC(=O)c1ccco1 (stereo not drawn)	-20	0.98	0.0	2	-11	3	2	2
Cc1ccc(/C=C/C(=O)NC2CCCCCCC2)o1	-5	1.1	2.1	-4	-8	-2	81*	-7
CSCCC(NS(=O)(=O)c1ccc(Cl)cc1)C(=O)OCc1cccc(Cl)c1 (stereo not drawn)	9	0.96	10	15	5	-10	1	2
CCc1ccc(S(=O)(=O)N2CCN(C(=O)C3CCN(C(C)=O)CC3)CC2)cc1	-7	1.2	-0.5	6	3	5	6	1
COc1ccc(CN2CCOCC2)cc1OC	-14	1.2	-3.5	28	-3	-1	-18	1
CC(Sc1ncc(C(F)(F)F)cc1Cl)C(=O)NC(N)=O (stereo not drawn)	7	0.92	1.3	9	2	-3	-5	0
Cc1cc(NS(=O)(=O)c2ccc(NC(=O)C(C)Oc3ccccc3Cl)cc2)no1 (stereo not drawn)	-6	1	-1.2	5	3	-1	-16	1
COc1ccc(CC(=O)NCCc2ccc(OC)c(OC)c2)cc1	5	0.95	0.0	15	14	2	-13	1
O=c1cc(CN2CC(O)Cc3ccc4ccccc4c32)nc2sccn12 (stereo not drawn)	-11	1.1	1.0	-120	2	-1	21	-5
CCCN1CCN(CCCNC(=O)CN2C(=O)C(CC)Oc3ccccc32)CC1 (stereo not drawn)	-8	1.1	-1.3	10	-5	3	6	1
CC(=O)NCCNc1nc2c(-c3cccc(C(F)(F)F)c3)nnn2c2ccccc12	-2	1	0.5	-256	0	-3	-2	-16
NC(=O)C1Cc2ccccc2CN1S(=O)(=O)c1ccc(Cl)s1 (stereo not drawn)	-16	0.84	-1.2	-2	31	2	10	-2
CCc1c(C(=O)NNC(=S)Nc2ccc(S(=O)(=O)Nc3ncccn3)cc2)csc1C	10	1.8	-2.0	1	5	-2	-47	1
COCCOC(=O)C1=C(C)NC2(O)c3ccccc3C(=O)C12O (stereo not drawn)	25	1.1	0.2	34	0	0	11	2
C[C@H](NS(=O)(=O)c1ccc(Cl)cc1)C(=O)OCC(=O)N1CCOCC1	-24	0.92	1.4	11	-9	0	-3	3
O=C(NCC1CCCO1)C(=O)NCC(c1ccco1)N1CCN(c2ccccc2F)CC1 (stereo not drawn)	-10	0.99	1.1	15	2	-2	11	-1
COc1ccccc1OCCNC(=O)CN1C(=O)NC2(CCCC2)C1=O	5	0.9	-1.7	1	-5	0	-12	0
COc1cc2ccccc2cc1C(=O)Nc1ccc(O)cc1	63*	0.95	46	-89	-7	5	31	-28
Cc1ccc(NC(=O)c2ccc(OC(=O)COc3ccc(Cl)c(C)c3)cc2)cc1	-6	0.9	1.9	13	-6	-8	-2	3
CSc1nc(-c2ccccc2)nn1S(=O)(=O)c1ccccc1	-22	1.2	-0.7	23	7	-2	0	3
O=c1c2ccccc2nc(SCc2ccc([N+](=O)[O-])cc2)n1CCCO	-22	0.84	-0.5	10	-5	-30	14	4

Marked active in NR3A LBD binder, of those listed so far:
molecule | SENP6 inh | hIAP act | MPTP inh | ATG4B inhibitor | NR3A LBD binder | PfG6PD inh | SENP1 FRET inh
CNC(=O)c1ccc(NC(=O)Nc2ccccc2)cc1 | 34 | 0.88 | 0.6 | 0 | 26* | -1 | 1
